NCI-60 one-dose screen, 48 h, at 10 µM unless noted. Numbers give growth in % (100 = growth as untreated, 0 = no growth, -100 = all killed).
MOLT-4: MOLT-4 leukemia cells | actives 6.9% (n = 80,000)
CCRF-CEM: CCRF-CEM leukemia. actives 7% (n = 77,000). AID 1794778
MDA-MB-435: MDA-MB-435 melanoma. actives 7.8% (n = 82,000)
SR: SR leukemia cells; actives 8.7% (n = 73,000); AID 1794780
RPMI-8226: RPMI-8226 leukemia cells. actives 7.5% (n = 77,000). AID 1794781
HOP-62: HOP-62 NSCLC | actives 3.9% (n = 80,000)
K-562: K-562 leukemia; actives 7.4% (n = 78,000); AID 1794777
HOP-92: HOP-92 NSCLC cells; actives 6.3% (n = 71,000)
* = called active by the depositor; nt = not tested or not shown; & = joins results of further samples. How the source made its calls: active means growth percent below 10; inactive means the rest.

Each structure is followed by: CCRF-CEM | K-562 | HOP-92 | MOLT-4 | RPMI-8226 | HOP-62 | MDA-MB-435 | SR
- CN1C(=O)C2=C(Nc3ccccc3N(C(=O)C3CCC3)C2c2ccco2)C1(C)C (stereo not given)
 : 117 | 113 | 113 | 90 | 110 | 95 | 97 | 98
- C[C@]12C[C@@H](c3ccoc3)OC(=O)[C@@H]1CC[C@]1(C)[C@@H]2CC[C@@H](O)[C@]1(C)O
 : 69 | 40 | 54 | 67 | 101 | 49 | 57 | 74
- O=C(CSc1nc2ccccc2c(=O)n1-c1ccc(Cl)cc1)Nc1ccc(-c2nc3ccccc3[nH]2)cc1
 : nt | 2.7* | nt | -7.9* | 22 | 5.6* | -16* | -15*
- Cc1c(C)c(N2C(=O)c3c(F)c(F)c(F)c(F)c3C2=O)c(C)c2c1OC(C)(CCCC(C)CCCC(C)CCCC(C)C)CC2 (stereo not given)
 : 97 | 107 | 97 | 95 | 101 | 104 | 109 | 104
- CS(=O)(=O)c1nccc(-c2c(-c3cccc(OCc4ccc(F)cc4)c3)nc3occn23)n1
 : 86 | 79 | nt | 75 | 95 | 93 | 96 | 81
- COC(=O)C(N)CS (stereo not given)
 : 96 | 117 | nt | 115 | 99 | 103 | 100 | 122
- CC(=O)C(C(C)=O)c1nc2sc3cccc(Cl)c3n2c(=N)c1C#N
 : 95 | 102 | 134 | 92 | 99 | 92 | 113 | nt
- CCN(CC)CCCC(C)Nc1ccnc2cc(C)ccc12 (stereo not given)
 : 108 | 104 | 77 | 98 | 107 | 109 | 103 | 98
- CN1CC(=O)N=C1N
 : 96 | 94 | 101 | 89&99 | 114&96 | 128&106 | 119&107 | 93&103
- Cn1nc(-c2ccc(O)c(-c3ncc[nH]3)c2)c2ccccc2c1=O
 : 91 | nt | 85 | 100 | 67 | 83 | 82 | 79
- Nc1nc2ncc(=O)[nH]c2c(=O)[nH]1
 : nt | 90 | 98 | 97 | 109 | 100 | 91 | 87
- Clc1ccc(Cc2nnc(Nc3nc4ccccc4s3)s2)cc1
 : 88 | 90 | 72 | 84 | 92 | 98 | 95 | 86
- CCN(CC)Cc1nc2nc(Cl)c(Cl)nc2[nH]1
 : 94 | 99 | nt | 101 | 95 | 98 | 104 | 105
- Cc1cccc(C(=O)NNC(=O)c2c(C)[nH]c(-c3nc4ccccc4[nH]3)c2C)c1
 : 105 | 101 | 114 | 107 | nt | 99 | 102 | 113
- Nc1ccc(-c2cc(-c3cc4c([nH]c5ccccc54)c(-c4ccc(F)cc4)n3)cc(-c3ccccn3)n2)cc1
 : 58 | 65 | nt | 71 | 45 | 97 | 99 | 63
- C#Cc1nc(C2=C(C)C(O)/C(=N/O)C2)cs1 (stereo not given)
 : -28* | 87 | 42 | 87 | -15* | 111 | 96 | -33*
- N#Cc1c(Nc2ccc(Cl)cc2)nn2c(-c3ccc(Cl)cc3)c(-c3nc4ccccc4s3)c(N)nc12
 : 100 | 97 | 103 | 99 | 102 | 100 | 99 | 91
- O=C1C=CC(=O)N1c1ccc([N+](=O)[O-])cc1
 : 26&47 | 50&41 | 96&76 | 86&59 | 102&89 | 102 | 109&94 | 75&91
- C=C(C)[C@@H]1CC[C@]2(C(=O)OC)CC[C@]3(C)[C@H](CC[C@@H]4[C@@]5(C)Cc6cc(Cc7ccccc7)oc6C(C)(C)[C@@H]5CC[C@]43C)[C@@H]12
 : 97 | 100 | 98 | 95 | 101 | 87 | 105 | 83
- Cc1ccc(NC(=O)CCl)cc1Cl
 : nt | 87 | nt | 82 | 91 | 99 | 91 | 52
- CC(C)CSc1nc(-c2ccc(F)cc2)c(C#N)c(N(CCO)CCO)n1
 : 94 | 98 | 85 | 97 | 90 | 109 | 101 | 86
- O=C1CN(CCN2CC(=O)N(Cc3ccccc3)C(=O)C2)CC(=O)N1Cc1ccccc1
 : 94 | 107 | 85 | 92 | 99 | 91 | 106 | 108
- Cc1ccccc1C1(O)c2ccccc2-c2ccccc21
 : 115 | 87 | nt | 85 | 88 | nt | 107 | 82
- CCN(CC)CCn1cc(Sc2cccc(OC)c2)c2cc(OC)ccc21
 : 87 | 71 | 75 | 79 | 93 | 102 | 100 | 86
- NC(=S)N/N=C/c1cn(-c2ccccc2)nc1-c1cc2ccccc2oc1=O
 : 54 | 17 | 80 | 33 | 33 | 72 | -47* | 12
- Cc1cccc(NC(=O)CN2CCN(c3ncnc4c3cnn4-c3ccccc3)CC2)c1
 : 77 | 67 | 98 | 75 | 75 | 96 | 93 | 56
- O=S(=O)(Oc1ccc(-c2cn3ccsc3n2)cc1)c1cccc(C(F)(F)F)c1
 : 100 | 97 | 106 | 98 | 97 | 110 | 99 | 95
- N=c1c2ccccc2nc2n1CCCCC2
 : 93 | 121 | 133 | 117 | 105 | 105 | 103 | nt
- CCOC(=O)C1(C(=O)OCC)C2C=CC(C2)C1C (stereo not given)
 : 93&103 | 105&111 | 98&86 | 101&112 | 93&96 | 107&102 | 99&115 | 91&119
- CCCCCCCCn1ccc2cc(NC(=O)CN3CCN(c4nc(C)cc(Cl)n4)CC3)ccc21
 : -35* | 85 | 79 | 5.0* | 99 | 99 | 98 | 24
- COc1ccccc1CNC1CCCCC1
 : 101 | 99 | 104 | 103 | 105 | 102 | 103 | 99
- Nn1c2ccccc2c2ccccc21
 : 85 | 91 | nt | 91 | 102 | 107 | 99 | 101
- C[C@H]1CNCc2ccc3ccccc3c21
 : 122 | 96 | 98 | 108 | 100 | 105 | 97 | 111
- O=C(CCC(=O)c1nc2ncccc2[nH]1)NN1C(=O)CSC1c1ccc([N+](=O)[O-])cc1 (stereo not given)
 : 93 | 102 | 100 | 125 | 88 | 90 | 100 | 95
- CCCNC(=O)c1cn2ncnc(Nc3cc(C(=O)NC4CC4)ccc3C)c2c1C
 : 74 | 85 | 75 | 93 | 76 | 81 | 90 | 74
- O=c1c2c(c3ccccc3n1-c1ccccc1)Nc1ncnn1C2c1ccccc1 (stereo not given)
 : nt | 96 | nt | 67 | nt | 102 | 113 | 73
- O=C(c1ccccc1)c1ccc2nc(-c3cccc(Br)c3)[nH]c2c1
 : 40 | 63 | 120 | 51 | 70 | 96 | 83 | 49
- N#CC1=CC2CN(Cc3ccccc3)C1C1C(=O)N(c3ccccc3)C(=O)C21 (stereo not given)
 : 97 | 92 | 108 | 89 | nt | nt | 105 | 93
- CC(C)COC(=O)c1ccccc1
 : 97 | 106 | 106 | 105 | 102 | 96 | 108 | 103
- NS(=O)(=O)c1ccc(C(=O)N=Nc2c(O)[nH]c3c(Br)cccc23)cc1
 : 89 | 114 | 113 | 119 | 104 | 94 | 101 | 98

Rewritten in markdown: 2 of the compounds above
| mol | CCRF-CEM | K-562 | HOP-92 | MOLT-4 | RPMI-8226 | HOP-62 | MDA-MB-435 | SR |
| --- | --- | --- | --- | --- | --- | --- | --- | --- |
| O=C1CN(CCN2CC(=O)N(Cc3ccccc3)C(=O)C2)CC(=O)N1Cc1ccccc1 | 94 | 107 | 85 | 92 | 99 | 91 | 106 | 108 |
| Nn1c2ccccc2c2ccccc21 | 85 | 91 | nt | 91 | 102 | 107 | 99 | 101 |

The results go on.
Each structure is followed by: CCRF-CEM | K-562 | HOP-92 | MOLT-4 | RPMI-8226 | HOP-62 | MDA-MB-435 | SR
- Sc1cccc2c(S)cccc12
 : 97 | 115 | nt | 105 | 98 | 100 | 98 | 106
- O=C(Cn1c2ccccc2c2ccncc21)N/N=C/c1c[nH]c2ccccc12
 : 44 | nt | 61 | 53 | -28* | 55 | 34 | 41
- O=C(Nc1ccc(NC(=O)c2cc(Cl)nc3ccccc23)cc1)Nc1ccc(Cl)c(C(F)(F)F)c1
 : 101 | 105 | 98 | 98 | 104 | 90 | 108 | 96
- CC1(C)CC[C@]2(C(N)=O)CC[C@]3(C)[C@H](C(=O)C[C@@H]4[C@@]5(C)CCC(=O)C(C)(C)[C@@H]5CC[C@]43C)[C@@H]2C1
 : 102 | 75 | 120 | 81 | 107 | 93 | 98 | 76
- C=C(C)[C@H]1CC/C(C)=C/CC[C@@]2(C)O[C@@H]2CC/C(CO)=C\[C@@H]1OC(C)=O
 : 222 | 78 | 12 | 70 | 138 | 75 | 93 | nt
- O=C(O)CCOc1c(Cl)cc(Cl)cc1[N+](=O)[O-]
 : 98 | 103 | 113 | 88 | 98 | 95 | 109 | 87
- COC(=O)N/N=C\c1ccc(O)c(OC)c1
 : 103 | 109 | 95 | 105 | 102 | 108 | 94 | 113
- COc1cc(Cn2c(SCCC(=O)Cc3ccc(S(N)(=O)=O)cc3)nc3ccccc3c2=O)cc(OC)c1OC
 : 93 | 70 | 71 | 71 | 79 | 94 | 101 | 79
- CN(Cc1ccccc1)C(=O)OCCO
 : 108 | 120 | 112 | 106 | 106 | 107 | 93 | 105
- Cc1cc(N2CCSCC2)nc(NC2CCCC(Nc3ccnc4cc(Cl)ccc34)C2)n1 (stereo not given)
 : -20* | nt | -66* | -9.9* | -53* | -46* | -89* | -54*
- COc1ccc2c(c1)=C(c1sc(Nc3nnc(-c4ccc(O)cc4)s3)nc1O)C(=O)N=2
 : 95 | 115 | 97 | 106 | 99 | nt | 100 | 110
- Cc1ccc(S(=O)(=O)OC2C(COCC(=O)O)OC3OC(C)(C)OC32)cc1 (stereo not given)
 : 97 | 112 | 73 | 112 | 116 | 109 | 133 | 111
- CCOc1ccc(NC(=O)NCc2ccco2)cc1
 : 97 | 105 | nt | 104 | 103 | 113 | 102 | 109
- S=C(NCc1ccc2c(c1)OCO2)N1CCN(c2ncnc3c2oc2ccccc23)CC1
 : 23 | 19 | 38 | 5.8* | 21 | 31 | 19 | 15
- COc1cc(/C=C/C(=O)c2cccc(OCC(=O)O)c2)cc(OC)c1OC
 : 102 | 110 | 104 | 104 | 103 | 100 | 112 | 97
- Cc1nc2scc(-c3ccccc3)n2c(=O)c1CCN1CCOCC1
 : 92 | 80 | 84 | 73 | 84 | 97 | 95 | 70
- COc1cc(/C=N/NC(=S)NNC(=S)NC2CCCCC2)cc(OC)c1OC
 : 89 | 89 | 91 | 74 | 70 | 95 | 99 | 97
- CSc1nc2c(c(=O)[nH]1)C(c1ccccc1)C1=C(N2)/C(=C/c2ccccc2)CCC1 (stereo not given)
 : 82 | nt | nt | 75 | 106 | 102 | 80 | 18
- CN(C)c1ccc(N=Cc2ccc(N3CCOCC3)cc2)cc1
 : 59 | 57 | 100 | 65 | 47 | 87 | 74 | 76
- COc1ccc(C(O)c2cc3c(N)c(C(=O)Nc4ccc(Cl)cc4)sc3nc2C)cc1 (stereo not given)
 : 8.2* | 3.4* | 49 | 15 | 5.2* | 29 | -52* | -9.5*
- O=C(NCc1cccc(CNC(=O)Nc2nc3ccccc3[nH]2)c1)Nc1nc2ccccc2[nH]1
 : 30 | 0.3* | -28* | -16* | -19* | -46* | -75* | 40

In the list so far, 8 contain an aryl methoxy group.
Each structure is followed by: CCRF-CEM | K-562 | HOP-92 | MOLT-4 | RPMI-8226 | HOP-62 | MDA-MB-435 | SR
- CCN(CC)CCn1cc(Sc2cccc(OC)c2)c2cc(OC)ccc21
 : 87 | 71 | 75 | 79 | 93 | 102 | 100 | 86
- COc1ccccc1CNC1CCCCC1
 : 101 | 99 | 104 | 103 | 105 | 102 | 103 | 99
- COC(=O)N/N=C\c1ccc(O)c(OC)c1
 : 103 | 109 | 95 | 105 | 102 | 108 | 94 | 113
- COc1cc(Cn2c(SCCC(=O)Cc3ccc(S(N)(=O)=O)cc3)nc3ccccc3c2=O)cc(OC)c1OC
 : 93 | 70 | 71 | 71 | 79 | 94 | 101 | 79
- COc1ccc2c(c1)=C(c1sc(Nc3nnc(-c4ccc(O)cc4)s3)nc1O)C(=O)N=2
 : 95 | 115 | 97 | 106 | 99 | nt | 100 | 110
- COc1cc(/C=C/C(=O)c2cccc(OCC(=O)O)c2)cc(OC)c1OC
 : 102 | 110 | 104 | 104 | 103 | 100 | 112 | 97
- COc1cc(/C=N/NC(=S)NNC(=S)NC2CCCCC2)cc(OC)c1OC
 : 89 | 89 | 91 | 74 | 70 | 95 | 99 | 97
- COc1ccc(C(O)c2cc3c(N)c(C(=O)Nc4ccc(Cl)cc4)sc3nc2C)cc1 (stereo not given)
 : 8.2* | 3.4* | 49 | 15 | 5.2* | 29 | -52* | -9.5*

A draw from above in order of count of non-hydrogen atoms, smallest number first:
Each structure is followed by: CCRF-CEM | K-562 | HOP-92 | MOLT-4 | RPMI-8226 | HOP-62 | MDA-MB-435 | SR
- Cc1nc2scc(-c3ccccc3)n2c(=O)c1CCN1CCOCC1
 : 92 | 80 | 84 | 73 | 84 | 97 | 95 | 70
- Cc1ccc(S(=O)(=O)OC2C(COCC(=O)O)OC3OC(C)(C)OC32)cc1 (stereo not given)
 : 97 | 112 | 73 | 112 | 116 | 109 | 133 | 111
- CSc1nc2c(c(=O)[nH]1)C(c1ccccc1)C1=C(N2)/C(=C/c2ccccc2)CCC1 (stereo not given)
 : 82 | nt | nt | 75 | 106 | 102 | 80 | 18
